High-throughput results (PubChem BioAssay)
TRHR ag = TRH receptor (human) agonism; P34981; TRHR cells, calcium flux fluo-8, FDSS agonist mode; activation, % at 2 µM; hit rate 0.18% among 360,000; AID 493084; in the data active means activation above about 30%; further: 0% is about no effect
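TRHR-expressing cells, plated overnight in medium with 10% serum, were loaded with fluo-8 calcium dye at room temperature. After a 10 s baseline, library compound was pin-added and calcium release was recorded kinetically (ex 480/em 530) as agonist response.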
Pin1 inh = human Pin1 inhibition | Potency, µM (top dose mostly 115 µM), for inactives: top-dose activity, negative = inhibition, most hits filed as inhibitors | Pin1 FP peptide displacement, HiFluor488, 10 min | hit rate 0.009% among 390,000 | Q13526; active means well fitted inhibition curve with a large enough effect in the polarisation, with a control signal flat, not every such curve was filed as active; inconclusive means small, poorly fitted or top-dose-only effect, or effect the other way, or a change in a side signal; inactive means no such curve, though single readings can be large or run the other way; the % refers to the polarisation; further: potency means the concentration at half of the fitted maximal effect; on the % scale 0 is the no-effect control and ±100 the full control effect
IDH1 R132H inh = human IDH1 R132H inhibition; AID 602179; hit rate 0.093% among 390,000; IDH1-R132H enzyme, NADPH consumption, diaphorase/resazurin fluorescence; O75874; Potency, µM (titrated, usually from 76.6 µM), without a hit: top-dose activity change, negative = inhibition, actives largely listed as inhibitors; further: potency means the concentration at half of the fitted maximal effect; on the % scale 0 is the no-effect control and ±100 the full control effect; nearly all actives have a fitted effect of over 65% in size
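IDH1-R132H (0.5 ug/mL dispensed) in pH 7.5 Tris buffer was preincubated 30 min with compound, then given a substrate mix of 0.016 mM NADPH and 2 mM alpha-KG for 80 min at room temperature; remaining NADPH was read by diaphorase/resazurin fluorescence.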
D2 antag = antagonists of human D2 dopamine receptor; P14416; HEK293 TREx D2 cells, calcium flux, dopamine EC80; inhibition, % at 10 µM; hit rate 2% among 340,000; in the data active means inhibition above about 30%; further: 0% is about no effect
Target sequence (P14416 whole entry, looked up): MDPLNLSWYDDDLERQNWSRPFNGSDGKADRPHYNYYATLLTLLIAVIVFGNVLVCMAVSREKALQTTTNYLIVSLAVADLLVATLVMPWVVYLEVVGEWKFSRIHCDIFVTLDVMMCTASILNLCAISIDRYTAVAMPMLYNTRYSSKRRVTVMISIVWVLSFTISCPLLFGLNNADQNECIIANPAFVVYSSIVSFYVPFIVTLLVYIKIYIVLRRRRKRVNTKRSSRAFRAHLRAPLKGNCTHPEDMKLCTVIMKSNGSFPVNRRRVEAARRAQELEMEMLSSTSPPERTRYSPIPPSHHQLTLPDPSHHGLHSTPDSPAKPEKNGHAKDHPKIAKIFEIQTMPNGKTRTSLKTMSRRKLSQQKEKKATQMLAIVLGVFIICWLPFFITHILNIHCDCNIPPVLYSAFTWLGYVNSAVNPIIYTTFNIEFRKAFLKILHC
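Read-out: kinetic calcium fluorescence (1 cycle/s) in inducible HEK293 T-REx D2 cells after an EC80 dopamine addition that followed 180 s compound preincubation. Loss of the dopamine response indicates antagonism.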
rTrxR1 inhibitor = blocks rat thioredoxin reductase 1. O89049. recombinant rTrxR1, NADPH fluorescence consumption, selenite substrate. Potency, µM (doses to about 114 µM), inactives show at the top dose activity change, negative = inhibition, usual class: inhibitors. hit rate 1% among 390,000. AID 588453; further: potency means the concentration at half of the fitted maximal effect; on the % scale 0 is the no-effect control and ±100 the full control effect; nearly all actives have a fitted effect of over 65% in size
Target sequence (O89049 whole entry, looked up): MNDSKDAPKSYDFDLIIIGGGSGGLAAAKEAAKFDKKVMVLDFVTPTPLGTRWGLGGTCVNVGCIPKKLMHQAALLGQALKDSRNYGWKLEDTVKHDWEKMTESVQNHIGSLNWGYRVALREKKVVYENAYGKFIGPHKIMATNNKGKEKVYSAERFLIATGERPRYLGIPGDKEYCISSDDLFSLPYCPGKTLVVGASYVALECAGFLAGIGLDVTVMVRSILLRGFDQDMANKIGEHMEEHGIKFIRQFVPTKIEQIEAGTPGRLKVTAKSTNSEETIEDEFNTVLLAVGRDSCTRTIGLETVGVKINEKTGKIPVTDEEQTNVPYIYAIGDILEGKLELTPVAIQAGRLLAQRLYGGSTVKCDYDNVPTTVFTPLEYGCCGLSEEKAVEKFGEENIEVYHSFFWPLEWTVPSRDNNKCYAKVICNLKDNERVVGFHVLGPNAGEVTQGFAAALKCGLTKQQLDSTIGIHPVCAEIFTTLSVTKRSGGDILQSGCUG
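Rat TrxR1 (90 nM in the dispensed reagent) was pre-reduced with 400 uM NADPH for 5 min at room temperature, then incubated with compound for 15 min. After 400 uM selenite was added, NADPH fluorescence (Ex 340/Em 450 nm) was followed for 8 min.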
D2 agonist = agonists of human D2 dopamine receptor; activation, % at 2 µM; HEK293 T-REx D2 cells, calcium flux agonist mode; hit rate 0.53% among 340,000;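 active means activation over 3 SD above normal in the single-dose calcium agonist read, cut at about 30% in these data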; further: 0% is about no effect
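Calcium-flux readout, 1 cycle/sec over 180 s following compound pin transfer, in inducible HEK293 Trex D2 cells (force-coupled); dopamine controls included. Positive calcium responses during this window marked compounds as potential agonists.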
USP1-UAF1 inh = USP1/UAF1 (human) deubiquitinase inhibition; O94782; recombinant USP1/UAF1, Ub-Rhodamine cleavage fluorescence; Potency, µM (doses to about 57.1 µM), without a hit: at the top dose activity change, negative = inhibition, hits mostly inhibitors; hit rate 0.23% among 390,000; AID 743255; further: potency means the concentration at half of the fitted maximal effect; on the % scale 0 is the no-effect control and ±100 the full control effect; nearly all actives have a fitted effect of over 60% in size; inactives centre near -12
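1 nM enzyme complex + cpd, 15 min RT; start with Ub-Rho 150nM final; kinetic fluorescence ex 480/em 540, 6 reads q60 s. Buffer 50mM HEPES pH 7.8, 0.5mM EDTA, 0.1 mg/ml BSA, 1mM TCEP, 0.01% Tween-20.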
TRHR PAM = TRH receptor (human) allosteric enhancement | enhancement, % at 2 µM | hit rate 0.66% among 360,000 | TRHR cells, fluo-8 calcium fluorescence, EC20 TRH enhancement | P34981; in the data active means enhancement above about 30%; further: 0% is about no effect
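Enhancer read-out: after compound pinning and an initial kinetic agonist-mode read, an EC20 of TRH (10 nM final) was injected and fluo-8 calcium signal (Ex 480/Em 530) followed at 1 s/cycle for 100 cycles in TRHR-expressing cells.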
TrxR1 substrate = is turned over as a substrate by rat TrxR1. Potency, µM (doses to about 114 µM), for inactives: at the highest dose activity change, negative = substrate turnover. purified TrxR1 substrate turnover, NADPH consumption readout. hit rate 0.01% among 390,000. O89049. AID 588456; further: potency means the concentration at half of the fitted maximal effect; on the % scale 0 is the no-effect control and ±100 the full control effect; nearly all actives have a fitted effect of over 50% in size
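Rat TrxR1, dispensed at 90 nM, was prereduced with 400 uM NADPH (final) for 5 min at ~22 deg C, then incubated with compound 15 min before 400 uM selenite. A first-read NADPH fluorescence drop versus no-compound background flagged substrates.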
* = called active by the depositor; ? = inconclusive; · = no result given; [ ] = another dose, or the depositor's remark. Unless noted, the call rests on the fitted dose curve; in most records, active means well fitted inhibition curve with a large enough effect; inconclusive means small, poorly fitted or top-dose-only effect; inactive means no such curve, though single readings can be large or run the other way. This is a subset (hit frequency here may not be typical).

SMILES	TRHR ag	Pin1 inh	IDH1 R132H inh	D2 antag	rTrxR1 inhibitor	D2 agonist	USP1-UAF1 inh	TRHR PAM	TrxR1 substrate
COc1ccccc1N(C(=O)c1ccco1)C(C(=O)NC1CCCC1)c1ccc(N2CCOCC2)cc1 (configuration not stated)	0.2	-6%	-5%	5	24%	1.2	-24%	-3	4%
Cc1ccc(-n2nc(C(=O)N3CCN(c4cc(Cl)ccc4C)CC3)c3c4ccccc4n(C)c3c2=O)cc1	0.7	-10%	·	·	-11%	-0.1	12%	0	-12%
Cc1noc(C)c1S(=O)(=O)N(CC(=O)O)c1ccc2c(c1)OCO2	1.1	-9%	9%	6	10%[57.1 µM]	-1.1	-6%	10	7%
O=C(/C=C/c1ccccc1Cl)c1cccnc1	4.1	1%	13%	-6	7.1µM*	0.9	-3%	8	2%
CC(C)(C)NC(=O)c1ccccc1-c1nc(-c2ccccc2Cl)no1	5.7	-4%	6%	3	7%[57.1 µM]	-1.4	-18%	-4	4%
Cc1cc(=O)oc2cc(OCC(=O)N3c4ccccc4NC(=O)C3(C)C)ccc12	·	-18%	5%	·	6%	·	-9%	·	61%[activator]
Cc1ccc(S(=O)(=O)NCC(=O)N/N=C/c2ccc(Cl)cc2Cl)cc1	-1.2	-3%	3%	-6	1%	-1.7	-24%	-2	-6%
COCCNC(=O)c1ccccc1N(Cc1ccccc1)S(=O)(=O)c1ccc(C)cc1	0.4	3%	4%	0	6%[57.1 µM]	-0.1	-17%	9	6%[57.1 µM]
O=C(CSc1nnc(C2COc3ccccc3O2)o1)N1CCCCC1 (configuration not stated)	-0.3	0%	1%	·	15%	·	-14%	-2	-4%
CCCCOP(=O)(c1ccc(N(C)C)cc1)C(O)c1ccc(C(C)C)cc1 (configuration not stated)	-1.3	-3%	2%	-14	-9%	-0.5	-24%	9	-9%
Cc1cc(NC(=O)CCN2CCC(C)CC2)ccc1Br	2.7	4%	0%	39*	32%	0.6	-5%	2	6%
O=C(CCCN1CCOC(c2ccccc2)C1)c1ccc(F)cc1 (configuration not stated)	-0.3	1%	3%	49*	21%	-0.3	-11%	2	-1%
O=C(N/N=C/c1cccs1)c1cncc(Br)c1	0.6	0%	1%	-10	3%[57.1 µM]	-0.4	-17%	7	-1%[57.1 µM]
NS(=O)(=O)c1ccc(Nc2ccc3cc(S(=O)(=O)N4CCCCC4)ccc3n2)cc1	1.5	-3%	5%	-3	11%	0.1	-22%	2	-7%
Cc1ccc(Oc2ncccc2NC(=O)CC2(CC(=O)O)CCCC2)c2c1CCC2	-0.8	-10%	-3%	-1	9%	-1.6	-15%	12	2%
O=[N+]([O-])c1cccc(-c2nnc(-c3ccccc3)o2)c1	-0.6	-7%	12%	-13	-2%	-1.7	-19%	-6	3%
CCc1ccccc1NC(=O)N1CCc2c([nH]c3ccccc23)C1c1ccc(C)cc1 (configuration not stated)	0.0	17%	·	·	-13%	-0.4	4%	-1	-1%
CC(C)(C)C(O)CN1CCCC1 (configuration not stated)	0.4	3%	-18%	-1	-24%	-0.1	0%	1	-14%
Cc1cc(C)cc(C(=O)Nn2cnnc2)c1	0.2	-3%	8%	2	6%[57.1 µM]	-1.6	-15%	5	-2%[57.1 µM]
CCOC(=O)c1nnn(-c2nonc2N)c1-c1ccc(Cl)cc1	0.0	0%	-10%	-6	16%	2.1	-20%	-1	-3%
COc1ccc(N2CCN(C(=O)C(NC(=O)c3c(F)cccc3F)C(C)C)CC2)cc1 (configuration not stated)	-0.2	1%	-7%	12	10%	-0.6	-19%	-2	1%
Cc1cc(C)c[n+](CC(=O)c2ccc(C)c([N+](=O)[O-])c2)c1	0.1	3%	-7%	-6	18%	0.4	2%	0	-5%[11.4 µM]
COc1ccc(OC)c(-n2nnnc2SCC(=O)N2CCN(C(=O)c3ccco3)CC2)c1	-1.1	-7%	2%	0	7%[57.1 µM]	-0.3	-1%	0	4%[57.1 µM]
O=C(NCCc1c[nH]c2ccccc12)C(=O)NCC1OCCCN1S(=O)(=O)c1ccccc1 (configuration not stated)	0.1	4%	1%	5	5%	2.9	-21%	-1	-4%
Cc1cc(C)c(NC(=O)Nc2ccc3snnc3c2)c(C)c1	1.5	26%	1%	·	11%	-1.0	-24%	8	2%
COc1ccc2[nH]c(CN3CCC(CO)(CCOc4ccccc4)CC3)c(C)c2c1	1.3	-8%	2%	·	1%[57.1 µM]	·	-18%	6	6%[57.1 µM]
CC(C)c1ccc(NC(=O)C2CCCCN2S(=O)(=O)c2ccccc2)cc1 (configuration not stated)	2.8	-14%	-4%	·	18%	·	-19%	-9	-11%
COc1cccc(C(=O)Nc2ccc(C(=O)OCc3cc(=O)n4cc(C)sc4n3)cc2)c1	0.6	32%[activator]	-4%	·	11%[57.1 µM]	·	-24%	-1	1%[57.1 µM]
CCOC(=O)c1sc(N/N=C/c2cccc(C)c2)nc1C	-0.6	8%	6%	-4	-6%	0.1	-20%	21	-5%
COC(=O)Nc1ccc(S(=O)(=O)Nc2ccc(O)cc2)cc1	0.2	-10%	4%	0	7%	0.8	8%	-1	6%
COC(=O)C(NC(=O)c1ccco1)(Nc1cc(C)ccn1)C(F)(F)F (configuration not stated)	0.2	-3%	6%	-10	-8%	0.5	-2%	-1	-9%
C=CCN1C=CC(=O)[C@@H](O)[C@H]1c1ccccc1Br	·	-3%	-6%[38.3 µM]	·	3%	·	-35%	·	-5%
Cc1ccc(S(=O)(=O)CC(=O)Nc2nc3ccc(S(N)(=O)=O)cc3s2)cc1	1.0	6%	-5%	-16	?	-0.6	-26%	15	-13%
Cc1ccc(OCc2nc(-c3ccccc3)no2)c(C)c1	-0.6	11%	0%	13	10%	-0.2	-20%	2	0%
O=C(COc1cccnc1[N+](=O)[O-])NCCc1ccccc1	0.2	-3%	-3%	10	19%[57.1 µM]	-0.1	-8%	1	12%
Clc1ccc(Oc2ncnc3oc(-c4ccccc4)cc23)cc1	0.1	3%	1%	-1	8%	0.5	7%	-5	11%[57.1 µM]
C[C@H](CO)N1C[C@H](C)[C@@H](CN(C)Cc2ccc(C(=O)O)cc2)Oc2c(cccc2N(C)C)C1=O	·	3%	-12%	·	14%	·	-29%	·	6%
CC(C)CC(=O)Nc1ccc(OCC(=O)O)cc1	0.8	3%	-2%	-2	12%	0.3	-9%	5	9%
CC(=O)Nc1cccc(-c2nnc(SCC(=O)c3cc([N+](=O)[O-])ccc3Br)o2)c1	-0.6	-1%	-11%	·	-12%	0.1	12%	-17	-6%
Cc1ccc(S(=O)(=O)N(C)CC(=O)NC2CC(C)(C)NC(C)(C)C2)cc1	0.5	10%	-5%	-8	22%[57.1 µM]	1.8	-13%	0	2%[57.1 µM]
COc1ccc(C(=O)N2CCN(CCCc3ccccc3)CC2)cc1OC	-0.8	-2%	-1%	-24	4%[57.1 µM]	40*	-24%	3	15%[57.1 µM]
CC(=O)c1c(COC(=O)c2ccccc2Cl)nc2ccccc2[n+]1[O-]	0.1	2%	-3%	1	8%	-0.8	-11%	3	-8%
CCOc1cc(/C=N/NC(=O)c2cccs2)ccc1OC(=O)N1CCOCC1	0.5	-4%	5%	-1	4%[57.1 µM]	0.8	-19%	2	6%[57.1 µM]

Shown in CSV form: part of the list above.
Structure,TRHR ag,Pin1 inh,IDH1 R132H inh,D2 antag,rTrxR1 inhibitor,D2 agonist,USP1-UAF1 inh,TRHR PAM,TrxR1 substrate
O=C(COc1cccnc1[N+](=O)[O-])NCCc1ccccc1,0.2,-3%,-3%,10,19%[57.1 µM],-0.1,-8%,1,12%
Clc1ccc(Oc2ncnc3oc(-c4ccccc4)cc23)cc1,0.1,3%,1%,-1,8%,0.5,7%,-5,11%[57.1 µM]
C[C@H](CO)N1C[C@H](C)[C@@H](CN(C)Cc2ccc(C(=O)O)cc2)Oc2c(cccc2N(C)C)C1=O,·,3%,-12%,·,14%,·,-29%,·,6%
CC(C)CC(=O)Nc1ccc(OCC(=O)O)cc1,0.8,3%,-2%,-2,12%,0.3,-9%,5,9%
CC(=O)Nc1cccc(-c2nnc(SCC(=O)c3cc([N+](=O)[O-])ccc3Br)o2)c1,-0.6,-1%,-11%,·,-12%,0.1,12%,-17,-6%
Cc1ccc(S(=O)(=O)N(C)CC(=O)NC2CC(C)(C)NC(C)(C)C2)cc1,0.5,10%,-5%,-8,22%[57.1 µM],1.8,-13%,0,2%[57.1 µM]
COc1ccc(C(=O)N2CCN(CCCc3ccccc3)CC2)cc1OC,-0.8,-2%,-1%,-24,4%[57.1 µM],40*,-24%,3,15%[57.1 µM]
CC(=O)c1c(COC(=O)c2ccccc2Cl)nc2ccccc2[n+]1[O-],0.1,2%,-3%,1,8%,-0.8,-11%,3,-8%
CCOc1cc(/C=N/NC(=O)c2cccs2)ccc1OC(=O)N1CCOCC1,0.5,-4%,5%,-1,4%[57.1 µM],0.8,-19%,2,6%[57.1 µM]
